Screens: PubChem BioAssay, National Center for Advancing Translational Sciences (NCATS)
SNCA expr inhib: SNCA gene expression inhibition; Potency, µM (top dose mostly 57.2 µM), without a hit: at the highest dose activity change, negative = inhibition, actives largely listed as inhibitors; 140,000 tested, 0.17% active; HEK-293 SNCA-luciferase knock-in, luminescence, 24 h;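 also: potency is read from the fitted curve at half-maximal effect; plate controls were DMSO cells for no effect and cell-free wells for full effect; nearly all actives have a fitted effect of over 45% in size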
FLuc inh: Photinus pyralis luciferase inhibition; purified P. pyralis luciferase, luminescence, biochemical; Potency, µM (highest dose often 115 µM), for inactives: top-dose activity change, negative = inhibition, hits mostly inhibitors; 76,000 tested, 2.5% active; AID 1347043; also: potency is read from the fitted curve at half-maximal effect; nearly all actives have a fitted effect of over 65% in size
Target sequence (P08659 whole entry, looked up): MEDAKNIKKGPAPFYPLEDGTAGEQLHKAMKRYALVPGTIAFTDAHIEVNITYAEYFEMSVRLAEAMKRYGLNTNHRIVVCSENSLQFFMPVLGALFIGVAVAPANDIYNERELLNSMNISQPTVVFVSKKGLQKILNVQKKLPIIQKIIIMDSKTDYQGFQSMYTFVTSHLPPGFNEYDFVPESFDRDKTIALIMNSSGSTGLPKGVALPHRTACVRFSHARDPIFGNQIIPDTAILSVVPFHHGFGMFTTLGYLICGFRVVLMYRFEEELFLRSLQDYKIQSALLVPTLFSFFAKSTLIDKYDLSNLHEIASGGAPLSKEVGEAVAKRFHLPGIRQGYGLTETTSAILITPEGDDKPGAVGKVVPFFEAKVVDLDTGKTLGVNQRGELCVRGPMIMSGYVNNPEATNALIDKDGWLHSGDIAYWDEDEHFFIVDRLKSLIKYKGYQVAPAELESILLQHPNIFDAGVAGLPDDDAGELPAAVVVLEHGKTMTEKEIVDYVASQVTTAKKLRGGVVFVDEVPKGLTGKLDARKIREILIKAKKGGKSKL
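FLuc 10nM, D-luciferin 10uM, ATP 10uM, Mg acetate 10mM, Tris acetate pH 7.5, Tween/BSA; cpd qHTS; enzyme added last; CCD luminescence.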
IP6K1 inhibitor: IP6K1 kinase inhibition; AID 1645851; Q92551; 140,000 tested, 0.81% active; activity change, % (series mostly up to about 58 µM); IP6K1 kinase, ADP-Glo luminescence, 2 h; stronger effect = lower value; in the data active = activity change below about -25%
Target sequence (Q92551 whole entry, looked up): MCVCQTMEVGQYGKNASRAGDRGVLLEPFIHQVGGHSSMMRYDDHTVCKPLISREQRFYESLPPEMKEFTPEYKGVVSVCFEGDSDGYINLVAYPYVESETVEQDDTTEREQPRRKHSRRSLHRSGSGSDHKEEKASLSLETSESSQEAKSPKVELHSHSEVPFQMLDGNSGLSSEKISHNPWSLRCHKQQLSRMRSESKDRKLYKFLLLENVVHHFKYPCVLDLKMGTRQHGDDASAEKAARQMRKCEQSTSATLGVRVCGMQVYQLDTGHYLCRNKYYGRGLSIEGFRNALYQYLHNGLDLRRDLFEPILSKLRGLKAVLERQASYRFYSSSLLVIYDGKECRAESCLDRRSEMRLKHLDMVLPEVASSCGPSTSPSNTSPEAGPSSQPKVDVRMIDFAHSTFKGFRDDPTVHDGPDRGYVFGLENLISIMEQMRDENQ
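ADP-Glo luminescence measures ADP made by human IP6K1 during a 2 h RT reaction with ATP/IP6 (mix at 1.3 mM/130 uM); top library doses 57.5 and 19.1 uM final.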
NIH3T3 tox: kills NIH 3T3 cells; NIH 3T3 viability, CellTiter-Glo ATP luminescence, 48-72 h; Potency, µM (top dose mostly 96.7 µM), for the others: at the highest dose activity change, negative = cytotoxicity, most hits filed as inhibitors; 94,000 tested, 4.3% active; AID 1345082; also: potency is read from the fitted curve at half-maximal effect; nearly all actives have a fitted effect of over 55% in size
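Mouse fibroblast NIH 3T3 cells, 400 per well, received compound via pintool and were incubated for 48 or 72 hr prior to CellTiter-Glo ATP luminescence measurement.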
SNCA viab count: cell viability loss counter-screen. HEK-293-SNCA-luc viability, GF-AFC fluorescence, 24 h. Potency, µM (top dose mostly 57.1 µM), for the others: at the top dose activity change, negative = cytotoxicity, actives largely listed as cytotoxic. 150,000 tested, 0.12% active;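 also: potency is read from the fitted curve at half-maximal effect; 0% = DMSO-treated cells and -100% = medium-only wells without cells; nearly all actives have a fitted effect of over 30% in size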
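Cytotoxicity counterscreen: after 24 h compound treatment of genome-edited SNCA-luciferase HEK-293 cells, live-cell protease substrate GF-AFC read by fluorescence after 30 min; activity scaled between DMSO (0%) and medium-only (-100%), curves Hill-fitted.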
GPT2 inh: inhibitors of human GPT2 alanine aminotransferase; Recombinant GPT2, coupled pyruvate oxidase/HRP Amplex Red fluorescence; Potency, µM (doses to about 57.7 µM), inactives show top-dose activity change, negative = inhibition, hits mostly inhibitors; 100,000 tested, 0.25% active; also: potency is read from the fitted curve at half-maximal effect; nearly all actives have a fitted effect of over 60% in size; many of its hits are not listed in these tables
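Fluorescence read-out: pyruvate from GPT2 turnover coupled to pyruvate oxidase, HRP and Amplex Red (0.2mM ThPP, 0.2U/mL PO and HRP, 50uM Amplex final). Substrates 250uM a-KG, 2mM L-alanine; enzyme 10ng/uL; 30 min RT.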
HEK293 tox: kills HEK 293 cells; HEK 293 viability, ATP luminescence (CellTiter-Glo), 48-72 h; Potency, µM (highest dose often 115 µM), for the others: top-dose activity change, negative = cytotoxicity, actives largely listed as inhibitors; 94,000 tested, 6.6% active; also: potency is read from the fitted curve at half-maximal effect; nearly all actives have a fitted effect of over 60% in size
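CellTiter-Glo luminescence (cellular ATP) was read after 48 or 72 hr of compound exposure at 37 degree Celsius. Cells were HEK 293 plated at 250 cells/well.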
Active calls of the source: *; i = inactive; ? = inconclusive; nt = no result given; [ ] = remark or other dose. Unless noted, calls follow the shape of the dose curve; as a rule, active = well fitted curve in the direction sought with a large enough effect; inconclusive = small, poorly fitted or top-dose-only effect, or another doubt; inactive = no such curve, though single readings can be large; an effect the other way counts as inactive or inconclusive. Unless noted, % is scaled to controls: 0 for no effect and ±100 for the full control effect. This is a subset. The share of hits here may be higher or lower than overall.

(1) Cc1ccc(C(CC(=O)NC(C)C)c2cn(C)c3ccccc23)cc1 (stereo unspecified)
(2) COCC(=O)N[C@@H]1CN(Cc2cccc(C#N)c2)C[C@H]1CO
(3) CCCNC(=O)C(CC)n1nc(CC)n2c(cc3oc(C)cc32)c1=O (stereo unspecified)
(4) C=CC(C)(O)CC[C@@H]1[C@@]2(C)CCCC(C)(C)C2CC[C@@]1(C)O (stereo partly specified)
(5) CC(=O)NCCNC(=O)c1ccc(-c2ncc3cnc(-c4cccc(F)c4)cn23)cc1
(6) O=C(NCCC1COc2ccccc2O1)c1ccc(N2CCCOCC2)nc1 (stereo unspecified)
(7) CC1=C[C@@H](CNC(=O)CCCC(=O)O)[C@H](C(C)C)C[C@H]1Cc1nc2ccccc2n1C
(8) CCOc1ccc(-c2cc(C(=O)NCc3ccc(OCC)c(OC)c3)[nH]n2)cc1

screen / no.	1	2	3	4	5	6	7	8
HEK293 tox	-8%	i	nt	nt	-31%[172 µM]	?	-12%[172 µM]	nt
GPT2 inh	i	5%	nt	-2%	i	-12%	4%[88.5 µM]	nt
FLuc inh	5%	0%	nt	nt	-20%[172 µM]	-10%	0%[172 µM]	nt
SNCA expr inhib	39%[activator]	-2%	-15%	nt	61%[activator][87.6 µM]	6%	-9%[87.6 µM]	24%
NIH3T3 tox	-3%	-2%	nt	nt	?	-4%	-7%[138 µM]	nt
IP6K1 inhibitor	-2	-2	-12	28	-16	4	0	3
SNCA viab count	6%	-19%	0%	-28%	-15%[87.6 µM]	-1%	-18%[87.6 µM]	3%

Full records, quoted from the list.
Shown for CCCNC(=O)C(CC)n1nc(CC)n2c(cc3oc(C)cc32)c1=O (stereo unspecified) = HEK293 tox = nt; GPT2 inh = nt; FLuc inh = nt; SNCA expr inhib = -15%; NIH3T3 tox = nt; IP6K1 inhibitor = -12; SNCA viab count = 0%
Shown for COCC(=O)N[C@@H]1CN(Cc2cccc(C#N)c2)C[C@H]1CO = HEK293 tox = i; GPT2 inh = 5%; FLuc inh = 0%; SNCA expr inhib = -2%; NIH3T3 tox = -2%; IP6K1 inhibitor = -2; SNCA viab count = -19%

The results go on:
(9) CC(=O)N1CCC(C2CCN(Cc3ccc(F)cc3F)C2)CC1 (stereo unspecified)
(10) CCCOc1ccc(C(=O)N(Cc2cccs2)C2CCS(=O)(=O)C2)cc1 (stereo unspecified)
(11) O=C1c2cnc(-c3cncnc3)nc2OCCN1c1cccc(C(F)(F)F)c1
(12) Cc1nccn1CCCN1CCC2(CC1)C(C(=O)O)CC(=O)N2C (stereo unspecified)
(13) COc1ccccc1CNC(=O)c1ccc2c(c1)N(Cc1c(F)cccc1Cl)C(=O)CS2
(14) Cc1ccc(N2CCC(NC(=O)c3ccc(N(C)C)cc3)C2=O)cc1C (stereo unspecified)
(15) C#CCNC(=O)C1CCN(c2nccc(Nc3ccccc3OC)n2)CC1
(16) O=C(c1ccoc1)N1CC(F)(F)C[C@H]1c1nc(-c2ncccn2)no1

screen / no.	9	10	11	12	13	14	15	16
HEK293 tox	-27%	nt	-15%[172 µM]	0%	nt	-16%	?	-22%
GPT2 inh	i	nt	i	i	nt	-2%	i	-21%
FLuc inh	-6%	nt	-5%[172 µM]	-12%	nt	?	nt	-4%
SNCA expr inhib	13%	-12%	5%[87.6 µM]	9%	-11%	22%	-20%[87.6 µM]	-9%
NIH3T3 tox	-18%	nt	40µM*	-21%	nt	-28%	?	-11%
IP6K1 inhibitor	-2	8	17	-2	21	29	13	12
SNCA viab count	-13%[12.5 µM]	-2%	1%[87.6 µM]	10%	-27%	-10%	-13%[87.6 µM]	-14%

(17) CCc1ccccc1NC(=O)c1nnn(Cc2ccc(Cl)cc2)c1N
(18) C[S+](=O)([O-])N1CCC(C(=O)N2CCC(N3CCCC3=O)CC2)CC1
(19) O=C(Nc1cccc(C(F)(F)F)c1)N1C[C@@H](F)[C@@H](OCc2nc3ccccc3[nH]2)C1
(20) COc1ccc(Cl)cc1C(=O)N1C[C@@H](CN2CCCCCC2)[C@@H](CO)C1
(21) CNC(=O)c1cc(C2CC2)nc2onc(C3CCN(C(=O)c4ccccn4)C3)c12 (stereo unspecified)
(22) COC(=O)c1ccc(CSc2nc3c([nH]c4ccccc43)c(=O)n2-c2ccc(F)cc2)o1
(23) CC(CSC(=O)c1ccccc1)C(=O)N1C[C@@H](Sc2ccccc2)C[C@H]1C(=O)O (stereo partly specified)
(24) CCOC(=O)c1ccccc1NC(=O)N1CCc2c(sc(C)c2CC)C1c1ccccc1 (stereo unspecified)

screen / no.	17	18	19	20	21	22	23	24
HEK293 tox	nt	3%[172 µM]	100µM*	2%	-14%	nt	nt	nt
GPT2 inh	nt	-8%[88.5 µM]	i	-19%[11.5 µM]	nt	nt	?	nt
FLuc inh	nt	nt	7%[172 µM]	1%	nt	nt	nt	nt
SNCA expr inhib	-2%	-28%[87.6 µM]	-7%[87.6 µM]	-10%	nt	-9%	20%[17 µM]	-3%
NIH3T3 tox	nt	-16%[138 µM]	100µM*	-11%	-23%	nt	nt	nt
IP6K1 inhibitor	-21	18	-25	29	4	4	14	14
SNCA viab count	-5%	-3%[87.6 µM]	-9%[87.6 µM]	-16%	nt	-3%	4%[12.5 µM]	10%

(25) CN(C(=O)C(C)(C)C)C1CCCc2ccccc21 (stereo unspecified)
(26) O=C1CCC(C(=O)N2CCc3c(n(CCOc4ccccc4)n(-c4ccccc4)c3=O)C2)N1 (stereo unspecified)
(27) CCc1n[nH]c(CC2CCN(C(=O)C3CCC3)CC2)n1
(28) COc1ccc(Cn2ccn3nc4c(c3c2=O)CCCC4)cc1F
(29) Cc1ccccc1CNC(=O)C1c2ccccc2CC(=O)N1C(C)C (stereo unspecified)
(30) O=C(NCc1ccc(Cl)cc1)c1ccc2c(c1)NC(=O)C(CS(=O)(=O)Cc1ccc(F)cc1Cl)N2 (stereo unspecified)
(31) Cc1ccc(-n2nc(CO)c(C(=O)NCc3ccccn3)n2)cc1C
(32) COc1ccc(NC(=O)C2CCN(C(=O)N3CCOc4ccccc43)CC2)cc1

screen / no.	25	26	27	28	29	30	31	32
HEK293 tox	?	-11%	-3%	40µM*	-25%	nt	nt	nt
GPT2 inh	4%[192 µM]	i	i	i	5%	nt	nt	nt
FLuc inh	-2%[299 µM]	-9%	1%	-8%	-6%	nt	nt	nt
SNCA expr inhib	?	-1%	-17%	7%	49%[activator]	-4%	29%	-4%
NIH3T3 tox	?	?	-1%	?	-24%	nt	nt	nt
IP6K1 inhibitor	13	10	-18	-5	4	-7	20	6
SNCA viab count	-7%[183 µM]	6%	4%	-14%	-14%	-11%	-8%	-1%

(33) O=C(Cc1ccccc1)N1CCC(Cc2nc(-c3cccnc3)n[nH]2)C1 (stereo unspecified)
(34) CN(Cc1ccccc1)Cc1cc(C[C@@H]2CC[C@H](O)[C@@H](CN)O2)no1
(35) COCCOC1CCOC2(CCN(C(=O)COc3ccc(F)cc3)CC2)C1 (stereo unspecified)
(36) Cc1nc(C2(C)CCN(C(=O)c3ccc(Cc4c(C)noc4C)o3)CC2)no1
(37) Nc1ncnc2c1ncn2[C@@H]1O[C@H](COP(=O)(O)O)[C@@H](O)[C@H]1O
(38) COc1ccc(Nc2ccnc(N3CCCC(C(=O)NCc4ccc(C(F)(F)F)cc4)C3)n2)cc1 (stereo unspecified)
(39) CCOC(=O)CCNC(=O)N1CCCN(S(C)(=O)=O)C(c2ccccc2)CC(=O)NCC1 (stereo unspecified)
(40) COc1ccc(-n2ncc(C(=O)NCCCN3CCCCC3)c2C2CCN(C(=O)OC(C)(C)C)CC2)cc1

screen / no.	33	34	35	36	37	38	39	40
HEK293 tox	?	-26%[172 µM]	-20%	?	nt	20µM*	i	nt
GPT2 inh	i	-7%[88.5 µM]	i	i	i	-2%	i	nt
FLuc inh	9%	-2%[172 µM]	4%	-8%	nt	nt	1%	nt
SNCA expr inhib	-21%	18%[87.6 µM]	-18%	-10%	-33%[25.6 µM]	11%	22%	5%
NIH3T3 tox	?	-18%[138 µM]	-11%	?	nt	?	-7%	nt
IP6K1 inhibitor	-6	4	11	-9	14	-7	11	4
SNCA viab count	-3%	-5%[87.6 µM]	-1%[12.5 µM]	-4%	0%[23.9 µM]	-1%[12.5 µM]	4%	-8%

(41) O=C(O)c1ccc(CN2CC[C@@H](c3ccc4c(c3)OCO4)[C@H](O)C2)cc1
(42) C[C@H]1[C@@H]2[C@@H](O)C([C@H](C)C(=O)NCc3cc(F)cc(F)c3)CC[C@@]2(C)CC[C@@H]1NC(=O)c1ccccn1 (stereo partly specified)
(43) O=[S+]([O-])(Nc1cccnc1)c1ccc2c(c1)OCCN(Cc1ccncc1F)C2
(44) Cc1ccc(OCC(=O)Nc2ccc3nc(SCC(=O)N4CCc5ccccc54)sc3c2)cc1
(45) COc1ccc(OC)c([S+](=O)([O-])c2nnn3c2nc(NCc2ccncc2)c2ccccc23)c1
(46) CCN(CC)S(=O)(=O)c1ccc2oc(C(=O)Nc3cc(C)ccc3OC)c(C)c2c1
(47) COCc1nc(C2CCCN(C(=O)C3CC3)C2)no1 (stereo unspecified)
(48) Clc1ccc(-c2cc3c(cn2)CN(Cc2ccncc2)CCN3)cc1
(49) O=C(c1ccccc1)N1CCn2c(nn(-c3ccc(F)cc3F)c2=O)C1
(50) O=c1[nH]ccn1C1CCN(Cc2ccc(OC(F)(F)F)cc2)CC1
(51) C=C1[C@@H]2CC[C@@]3(C)[C@H](c4ccoc4)OC(=O)C[C@]13O[C@H]1CC(=O)C(C)(C)[C@H](C(O)C(=O)OC)[C@]12C (stereo partly specified)

screen / no.	41	42	43	44	45	46	47	48	49	50	51
HEK293 tox	1%	?	-18%[172 µM]	nt	2%	nt	2%	89µM*	2%	?	nt
GPT2 inh	i	3%	i	nt	-17%	nt	i	-28%[88.5 µM]	i	i	5%[27.3 µM]
FLuc inh	8%	0%	-1%[172 µM]	nt	nt	nt	6%	2.2µM*	4%	-1%[172 µM]	nt
SNCA expr inhib	30%	-2%	0%[87.6 µM]	4%	?	?	-20%	-20%[87.6 µM]	-6%	-7%[87.6 µM]	nt
NIH3T3 tox	-16%	?	35µM*	nt	?	nt	i	?	-14%	-17%[138 µM]	nt
IP6K1 inhibitor	7	-4	1	2	11	8	14	-27*	5	13	-1
SNCA viab count	-11%	2%	4%[87.6 µM]	-13%	-5%	4%	13%[12.5 µM]	-2%[87.6 µM]	9%	-11%[87.6 µM]	-10%[23.9 µM]
